Screens from PubChem BioAssay.
phage Ecoli inh: E. coli growth loss with phage present. growth absorbance. inhibition, % at 11.9 µM. 360,000 compounds, 0.26% hits. AID 651602; in the data active = inhibition above about 11%
DAGLB inhibitor: diacylglycerol lipase beta (human) inhibition; 340,000 compounds, 0.059% hits; Q8NCG7; HEK293T DAGLB membrane lysate, EnzChek fluorogenic substrate; inhibition, % at 5.17 µM; in the data active = inhibition above about 34%;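 note: 0% = enzyme with vehicle and 100% = wells lacking enzyme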
Target sequence (Q8NCG7 whole entry, looked up): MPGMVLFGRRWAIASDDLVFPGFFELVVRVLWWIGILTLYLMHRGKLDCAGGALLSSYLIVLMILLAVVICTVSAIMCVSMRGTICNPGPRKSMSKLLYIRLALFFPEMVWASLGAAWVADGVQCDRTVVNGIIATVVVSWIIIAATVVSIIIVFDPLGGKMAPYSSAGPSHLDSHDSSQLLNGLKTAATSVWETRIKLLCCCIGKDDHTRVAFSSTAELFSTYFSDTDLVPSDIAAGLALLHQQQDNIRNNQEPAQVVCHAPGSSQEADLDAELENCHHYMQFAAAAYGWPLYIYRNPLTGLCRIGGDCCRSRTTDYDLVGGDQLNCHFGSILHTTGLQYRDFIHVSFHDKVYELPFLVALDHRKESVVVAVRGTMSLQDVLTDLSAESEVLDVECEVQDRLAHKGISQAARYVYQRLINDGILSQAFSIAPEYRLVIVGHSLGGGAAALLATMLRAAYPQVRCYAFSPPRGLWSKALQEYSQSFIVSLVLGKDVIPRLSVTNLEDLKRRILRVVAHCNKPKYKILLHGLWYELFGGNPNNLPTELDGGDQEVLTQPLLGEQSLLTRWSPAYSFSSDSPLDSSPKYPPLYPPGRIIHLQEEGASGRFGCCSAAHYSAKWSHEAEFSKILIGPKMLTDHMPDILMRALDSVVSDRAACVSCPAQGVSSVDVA
PKA-R1A act: PKA-R1A complex activation | P00514+P68181 | AID 504707 | activation, % at 11.4 µM | 340,000 compounds, 0.083% hits | PKA-R1A dissociation, Cy5-IP20 fluorescence polarization; scaled: DMSO 0%, 113 µM cGMP 100%;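 active = percent activation above the mean of all tested compounds plus 3 SD, cut at about 19% in these data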;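 note: higher means more PKAc released from R1A so a rise in polarization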
PKA-R2B act: PKA-R2B complex activation | 340,000 compounds, 0.079% hits | PKA-R2B holoenzyme dissociation, Cy5-IP20 fluorescence polarization; R2B truncated from residue 108, S112A mutant; 0% DMSO only, 100% 113 µM cGMP | P22694+P31323 | activation, % at 11.4 µM;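 active = activation above a cutoff set at the mean over all compounds plus 3 SD, cut at about 18% in these data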;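 note: higher means more holoenzyme dissociation and a rise in polarization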
Target sequence (P31323 whole entry, looked up, other chains not shown, the tested form may be a part): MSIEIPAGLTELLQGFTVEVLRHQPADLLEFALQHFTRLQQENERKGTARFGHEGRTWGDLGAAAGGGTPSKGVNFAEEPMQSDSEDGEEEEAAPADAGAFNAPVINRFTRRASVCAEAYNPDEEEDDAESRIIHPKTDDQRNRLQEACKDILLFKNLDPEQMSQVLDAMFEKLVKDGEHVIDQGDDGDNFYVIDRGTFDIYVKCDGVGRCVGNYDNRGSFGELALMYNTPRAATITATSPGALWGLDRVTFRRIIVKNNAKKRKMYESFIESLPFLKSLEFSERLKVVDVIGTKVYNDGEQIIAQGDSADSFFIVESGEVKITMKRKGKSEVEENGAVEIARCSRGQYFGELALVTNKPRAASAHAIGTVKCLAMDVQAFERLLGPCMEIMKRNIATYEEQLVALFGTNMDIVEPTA
The depositor's hits bear a star.

smiles,phage Ecoli inh,DAGLB inhibitor,PKA-R1A act,PKA-R2B act
COCCNC(=O)C[C@@H]1C[C@H]2c3cc(NC(=O)Nc4ccc(F)cc4)ccc3O[C@H]2[C@H](CO)O1,-0.4,-1.7,0.1,1.0
CN(C)S(=O)(=O)c1cccc(NC(=O)CNc2cccc(S(=O)(=O)N3CCCCC3)c2)c1,4.5,-5.5,-2.0,-1.8
COc1ncnc2c1ncn2CCCN1CCN(c2ncccn2)CC1,3.2,1.6,1.3,-3.0
O=C(COC(=O)c1ccc(S(=O)(=O)N2CCOCC2)cc1)NCc1ccco1,4.1,-1.5,-8.2,-2.3
O=C(CC1CCCC1)NNC(=O)c1ccccc1O,0.1,1.4,8.0,10.6
COc1ccc(CNC(=O)O[C@@H]2C[C@H]3C(=O)N(c4ccccc4)C(=O)[C@H]3[C@@]3(CN(S(=O)(=O)c4ccc(C)cc4)C[C@H]3C)[C@@H]2O)cc1OC,1.9,-2.5,4.5,-7.0
CCCc1ccc(S(=O)(=O)N2CCN(C(=O)CN3C(=O)NC(C)(C4CC4)C3=O)CC2)cc1 (centres undefined),2.3,1.6,-1.6,-4.6
C#CCN(C[C@H]1[C@H](OC(=O)NCc2ccccc2F)[C@H](OC(=O)NCc2ccccc2F)C[C@@H](C(=O)OC)[C@H]1C(=O)OC)S(=O)(=O)c1ccc(C)cc1,2.0,-4.1,-8.0,-2.4
Cn1c(CC(O)c2nc3ccccc3n2C)nc2ccccc21 (centres undefined),-0.2,-3.3,-3.7,-7.8
O=C(Nc1ccc2c(c1)[C@H]1C[C@@H](CC(=O)N3CCOCC3)O[C@@H](CO)[C@H]1O2)C1CCOCC1,2.4,-0.2,6.1,-7.0
COc1cccc(CN(C)C[C@@H]2OCc3cnnn3CCCC(=O)N([C@@H](C)CO)C[C@H]2C)c1,2.0,0.6,-1.0,8.3
COc1ccc(NC(=O)c2ccccc2SCc2ccccc2)cc1,4.7,-2.3,-5.4,2.6
O=C(CN1CCOCC1)N1c2ccccc2Sc2ccc(Cl)cc21,1.7,1.6,-0.5,5.7
C=CCn1nc(C(=O)OCC)cc1-c1sc(NC(=O)c2ccccc2)nc1C,0.6,-0.3,-0.9,5.0
C[C@@H]1CN([C@H](C)CO)C(=O)CCCn2nncc2CO[C@H]1CN(C)C(=O)NC1CCCCC1,3.1,-2.1,1.5,-7.9
CNC[C@@H]1OCc2cnnn2CCCC(=O)N([C@H](C)CO)C[C@H]1C,3.0,-1.3,2.1,-2.5
CC(C)CC1C(=O)N(Cc2cn(CCC3OCCO3)nn2)CCS(=O)(=O)N1Cc1ccc(-c2ccc(Cl)c(Cl)c2)cc1 (centres undefined),1.6,-3.3,2.5,-0.2
Cc1ccccc1CN(C)C[C@H]1OCc2cnnn2CCCC(=O)N([C@@H](C)CO)C[C@@H]1C,1.8,-1.5,-11.2,5.2
O=C1CC2(CCCC2)C(=O)N1CN1CCN(S(=O)(=O)c2cc(F)ccc2F)CC1,-1.4,-1.1,0.5,3.0
Cc1ccc(C(C)C)cc1-n1nnc(-c2cccc(Cc3ccc4ccccc4c3)c2)c1C(C)O (centres undefined),-1.3,-19.8,-11.2,-7.4
COc1ccc(NC(=O)C[C@H]2C(=O)N(CCc3ccccc3)C[C@@H]2c2ccc(OC)cc2)cc1,0.6,-4.5,-9.3,-0.8
COc1cc(NC(=O)C(C)(C)C)c(C(=O)OCC(=O)Nc2cc(C)on2)cc1OC,2.5,-3.0,-1.9,0.6
O=C(NC(=S)Nc1cccc(O)c1)C12CC3CC(CC(C3)C1)C2,1.8,-4.8,-3.3,-9.3
COc1ccc(N2CCN(C(=O)c3ccc4c(c3)NC(=O)C(CSCc3ccccc3F)N4)CC2)cc1 (centres undefined),2.0,1.4,8.8,-10.7
CC(OC(=O)Cc1n[nH]c(=O)c2ccccc12)C(=O)N(C)c1ccccc1 (centres undefined),2.1,-2.1,-7.2,-7.3

3 structures out of the list, arranged by SMILES length, lowest first.
smiles,phage Ecoli inh,DAGLB inhibitor,PKA-R1A act,PKA-R2B act
CN(C)S(=O)(=O)c1cccc(NC(=O)CNc2cccc(S(=O)(=O)N3CCCCC3)c2)c1,4.5,-5.5,-2.0,-1.8
CCCc1ccc(S(=O)(=O)N2CCN(C(=O)CN3C(=O)NC(C)(C4CC4)C3=O)CC2)cc1 (centres undefined),2.3,1.6,-1.6,-4.6
COc1ccc(NC(=O)C[C@H]2C(=O)N(CCc3ccccc3)C[C@@H]2c2ccc(OC)cc2)cc1,0.6,-4.5,-9.3,-0.8

Next part.
smiles,phage Ecoli inh,DAGLB inhibitor,PKA-R1A act,PKA-R2B act
O=C(NCc1nnc(SCC(=O)N2CCOCC2)o1)c1ccccc1,0.7,-3.6,1.7,-0.4
CCCNC(=S)NC1CC2CCCC(C1)N2Cc1ccccc1OC (centres undefined),3.0,0.3,-7.9,3.9
Cc1ccc(S(=O)(=O)N2CCCC2CNC(=O)C(=O)NCc2ccc3c(c2)OCO3)cc1 (centres undefined),0.9,-6.6,0.8,0.9
CCCOc1ccc(C(=O)NC(=S)N2CCN(c3ncc4c(=O)c(C(=O)O)cn(CC)c4n3)CC2)cc1,3.0,4.5,-1.3,-2.8
Cc1ccc([C@H]2C[C@@H](O)[C@H](n3cc(C4CC4)nn3)CN2CC2CCCCC2)cc1,-1.0,-1.1,-4.2,-6.9
CC(=O)c1ccc(S(=O)(=O)Nc2ccc(C(=O)NCC(c3ccco3)N3CCCC3)cc2)cc1 (centres undefined),3.1,-5.6,-8.7,-8.4
C=CCC(=O)N1CCC(n2nccc2NC(=O)c2ccc3c(c2)OCO3)CC1,-0.2,-0.8,-6.3,-5.5
CCOC(=O)N1CCN(C2=C(NS(=O)(=O)c3ccc(Br)cc3)C(=O)c3ccccc3C2=O)CC1,1.5,6.2,6.4,-0.7
CC(CNC(=O)CCCn1c(=O)c2cccn2c2cccnc21)c1ccccc1 (centres undefined),1.2,0.8,-11.9,-4.3
CCCc1c(C(=O)N/N=C(\C)c2cc(C)sc2C)nnn1-c1nonc1N,1.6,-4.3,-3.0,-4.3
CN(C)S(=O)(=O)N1CCC(Oc2ccc(C(=O)N3CCCCCC3)cc2)CC1,3.6,-2.2,-1.7,-7.3
COCCCN(C(=O)C1=COCCO1)c1c(N)n(Cc2ccccc2)c(=O)[nH]c1=O,2.1,-2.1,-0.4,-6.6
COc1ccc(Cl)cc1NC(=O)CSc1nc2[nH]ncc2c(=O)[nH]1,0.6,-4.8,-6.6,-7.7
C[C@H]1CN([C@@H](C)CO)C(=O)CCCn2nncc2CO[C@@H]1CN(C)C(=O)Nc1ccc(N2CCCCC2)cc1,2.7,1.7,8.8,-1.9
O=C(O)c1cc2ccccc2c2c1C(=O)c1ccccc1-2,-1.7,2.6,-4.2,-5.2
C[C@@H]1CN([C@H](C)CO)C(=O)CCCn2nncc2CO[C@H]1CN(C)Cc1ccc(O)cc1,1.8,-1.9,-5.3,7.6
C[C@H]1CN([C@@H](C)CO)C(=O)c2cc(Br)cnc2O[C@H]1CN(C)Cc1ccc(Oc2ccccc2)cc1,0.2,-3.0,-4.5,-3.2
CCOc1ccccc1C(=O)NCC(=O)NNC(=O)c1csc(N2CCOCC2)n1,0.8,-0.1,-6.2,1.1
CC1=C(C(=O)N2CCOCC2)CC(CC(=O)NC2CC2)C(=O)N1Cc1ccccc1 (centres undefined),1.5,1.4,3.3,-1.2
Cc1ccc([C@H]2C[C@H](O)[C@@H](n3cc(COC(=O)c4ccccc4)nn3)CN2CC2CCCCC2)cc1,0.6,-1.5,-14.8,1.4
Cc1ccccc1C(=O)OCC(=O)Nc1cccc(S(=O)(=O)N2CCCCC2)c1,1.4,-6.5,6.9,-7.2
CCOc1ccc(S(=O)(=O)N2CCOCC2)cc1NC(=O)CN1C(=O)NC(C)(C2CC2)C1=O (centres undefined),1.8,-2.2,-2.1,-7.2
Cc1ccc(S(=O)(=O)N(C)C)cc1NC(=O)CN1C(=O)NC2(CCc3ccccc32)C1=O (centres undefined),1.2,-8.7,-3.3,2.3
Cc1ccc(C(=O)OCC(=O)Nc2ccc(C)c(S(=O)(=O)N3CCCCC3)c2)c(O)c1,3.0,-8.1,-1.7,-5.6
CC1CCCN(CCCNC(=O)c2ccc3c(c2)N(Cc2cccc(Cl)c2)C(=O)c2ccccc2S3=O)C1 (centres undefined),-0.2,2.7,-0.9,-5.7

Profiles from above:
CCCNC(=S)NC1CC2CCCC(C1)N2Cc1ccccc1OC (centres undefined) is listed as phage Ecoli inh: 3.0; DAGLB inhibitor: 0.3; PKA-R1A act: -7.9; PKA-R2B act: 3.9
CN(C)S(=O)(=O)N1CCC(Oc2ccc(C(=O)N3CCCCCC3)cc2)CC1 is listed as phage Ecoli inh: 3.6; DAGLB inhibitor: -2.2; PKA-R1A act: -1.7; PKA-R2B act: -7.3
CC(CNC(=O)CCCn1c(=O)c2cccn2c2cccnc21)c1ccccc1 (centres undefined) is listed as phage Ecoli inh: 1.2; DAGLB inhibitor: 0.8; PKA-R1A act: -11.9; PKA-R2B act: -4.3

The results go on:
Every second line gives: phage Ecoli inh | DAGLB inhibitor | PKA-R1A act | PKA-R2B act
COc1ccc(Nc2nnc(SCC(=O)NC3CCCC3)s2)cc1
 : 0.4 | -1.4 | 0.7 | -1.7
O=C1OCCC1=COCCOC=C1CCOC1=O
 : 2.5 | -3.4 | 3.5 | 6.4
Cc1ccccc1NC(=O)COC(=O)c1ccc(C)c(S(=O)(=O)N2CCCCC2)c1
 : 2.5 | -2.9 | -2.5 | 1.5
C#CCN(C[C@H]1[C@H](OC(=O)NC2CCCC2)[C@H](OC(=O)NC2CCCC2)C[C@@H](C(=O)OC)[C@H]1C(=O)OC)S(=O)(=O)c1ccc(C)cc1
 : 0.2 | 1.8 | 1.2 | -5.6
Cc1[nH]ccc2cc3nc4ccccc4c3cc12
 : 1.9 | -7.6 | 1.0 | -2.6
O=C(CNc1ccc(Br)cc1)Nc1ccc(S(=O)(=O)N2CCCCC2)cc1
 : 2.8 | -5.6 | -0.1 | -4.4
Cc1ccc(-n2ncc3c(=O)n(-c4cccc(C)c4)c(=O)[nH]c32)cc1
 : 4.3 | 2.5 | -1.6 | -4.2
COc1ccccc1C(=O)C1CCCN(C(=O)c2ccc(Cl)cc2)C1 (centres undefined)
 : -1.9 | -2.6 | -6.4 | -1.4
O=c1oc(-c2ccc(Cl)cc2[N+](=O)[O-])nc2ccccc12
 : 5.0 | -17.8 | 2.5 | 3.8
CC1(C)OC2COC(c3[nH]nc4c(=O)[nH]c(=O)[nH]c34)C2O1 (centres undefined)
 : 1.2 | -1.3 | 1.8 | 3.8
COc1ccc2oc(C(=O)OCC(=O)Nc3ccc(C)c(S(=O)(=O)N4CCOCC4)c3)c(C)c2c1
 : 3.1 | -3.7 | 7.1 | 3.7
COc1cccc(-c2cc3nc(C)cc(N4CCN(C(=O)c5ccoc5)CC4)n3n2)c1
 : 1.3 | -1.0 | -3.7 | -1.0
COc1ccc(S(=O)(=O)N(C)C[C@H]2OCc3cnnn3CCCC(=O)N([C@H](C)CO)C[C@H]2C)cc1
 : -0.6 | 5.6 | 9.0 | 0.4
Cc1c(NC(=O)c2cccc(NC(=O)C(C)Oc3ccccc3)c2)c(=O)n(-c2ccccc2)n1C (centres undefined)
 : 4.1 | -1.1 | -0.5 | 1.3
COc1cc(-c2ccc3cc(OC)c(OC)c(OC)c3c2)cc(OC)c1OC
 : -0.2 | -1.6 | -0.3 | -1.2
COc1ccc(C(C#N)CC(=O)c2ccc(OC)c(OCc3ccccc3)c2)cc1OC (centres undefined)
 : 1.8 | -4.6 | -1.5 | -3.6
O=C(COC(=O)Cc1ccc(Cl)c(Cl)c1)NCCc1ccccc1
 : 5.1 | -6.3 | -10.7 | -9.6
C[C@@H]1CN([C@@H](C)CO)C(=O)CCCn2cc(nn2)CO[C@H]1CN(C)S(=O)(=O)c1cccs1
 : 2.0 | 1.0 | 0.5 | -3.1
CC1NC(=O)c2cc3ccccc3cc2-n2c1nc1ccc(F)cc1c2=O (centres undefined)
 : 1.9 | 2.9 | 3.3 | 2.7
CC(CO)NS(=O)(=O)c1cc(Cl)ccc1F (centres undefined)
 : -0.1 | -0.8 | -9.2 | 1.4
CC1(C)CC(=O)C=C(c2ccc(CO)cc2)C1=O
 : 1.2 | 0.6 | -1.9 | 0.9
O=C(NC1CCCCC1)N(c1ccccc1)c1nnc(-c2cccc([N+](=O)[O-])c2)s1
 : 2.4 | -1.2 | -7.2 | -12.9
O=S(=O)(NCC1CCCO1)c1ccc(Cl)c2ccccc12 (centres undefined)
 : 2.3 | 1.9 | -5.7 | -4.1
CCC/C=C/c1ccc(CN2C(C)C(=O)N(Cc3cn(CCC4OCCO4)nn3)CCS2(=O)=O)cc1 (centres undefined)
 : 1.8 | -3.0 | 3.8 | -12.2
COCCN(C(=O)COC(=O)CSc1cc(C)ccc1C)c1c(N)n(Cc2ccccc2)c(=O)[nH]c1=O
 : 0.7 | -1.5 | 13.3 | 2.5
COc1ccc2c(CN3CCN(Cc4ccccc4)CC3)cc(=O)oc2c1
 : 2.9 | -2.4 | -4.5 | -12.2
O=C(Nc1ccc2c(c1)[C@@H]1C[C@@H](CC(=O)N3CCCCC3)O[C@@H](CO)[C@@H]1O2)NC1CCCCC1
 : 1.2 | -3.2 | 19.6* | -11.6
Cc1noc(C)c1C(=O)OC(C)C(=O)Nc1ccc([N+](=O)[O-])cc1C(F)(F)F (centres undefined)
 : 1.3 | -2.6 | 5.1 | -0.4

This is a subset (hit frequency here may not be typical).
